Source: PubChem BioAssay (National Center for Advancing Translational Sciences (NCATS))
D2 PAM – D2 dopamine receptor (human) potentiation; P14416; HEK293 T-REx D2, calcium flux, EC20 dopamine potentiation; potentiation, % at 10 µM; hit rate 0.34% among 340,000; AID 485347;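 active = potentiation over 3 SD above the plate norm, cut at about 30% in these data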; also: 0% is about no effect
Target sequence (P14416 whole entry, looked up): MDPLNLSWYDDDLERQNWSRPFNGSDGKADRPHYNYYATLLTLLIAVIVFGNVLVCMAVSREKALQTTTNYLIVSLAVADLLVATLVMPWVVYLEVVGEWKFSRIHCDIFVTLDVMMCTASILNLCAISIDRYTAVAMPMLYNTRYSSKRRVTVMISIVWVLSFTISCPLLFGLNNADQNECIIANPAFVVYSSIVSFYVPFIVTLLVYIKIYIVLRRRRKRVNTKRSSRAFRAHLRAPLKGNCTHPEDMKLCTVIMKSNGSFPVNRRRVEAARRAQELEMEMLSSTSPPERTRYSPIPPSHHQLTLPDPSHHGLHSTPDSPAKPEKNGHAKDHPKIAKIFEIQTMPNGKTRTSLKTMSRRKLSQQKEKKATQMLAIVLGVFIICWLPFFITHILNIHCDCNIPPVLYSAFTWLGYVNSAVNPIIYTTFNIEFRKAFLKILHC
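Tetracycline-induced Hek293 Trex D2 cells, force-coupled to calcium, loaded with no-wash calcium dye. Compound added with 180 s kinetic read for agonism, then EC20 dopamine and a further 180 s read for potentiation.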
D1 ag – activates the human D1 dopamine receptor; hit rate 1% among 360,000; P21728; AID 504660; activation, % at 2 µM; HEK293 T-REx D1 cells, calcium flux, agonist mode; in the data active = activation above about 30%; also: 0% is about no effect
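Agonism was scored from calcium flux recorded over 180 s (1 read/s) after pintool compound addition, following a 10-cycle baseline. Cells were inducible force-coupled HEK293 TREx D1, plated overnight at 30 C and loaded with no-wash calcium dye.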
D1 potentiator – enhances dopamine response at the human D1 receptor; HEK293 TREx D1 cells, calcium flux, dopamine EC20 potentiation; potentiation, % at 10 µM; hit rate 0.036% among 360,000; in the data active = potentiation above about 30%; also: 0% is about no effect
D1 antag – human D1 dopamine receptor antagonism. HEK293 TREx D1 cells, calcium flux, dopamine EC80; hits give low values. hit rate 3.2% among 360,000. AID 504652. activity change, negative = inhibition, % at 10 µM; in the data active = activity change below about -30%; also: % is scaled to controls: 0 for no effect and ±100 for the full control effect
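Inducible Hek293 Trex D1 cells (tetracycline, overnight, 30 C). Calcium dye 30–90 min RT. Antagonist mode: EC80 dopamine added after 180 s compound read.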
RXFP1 agonist – activates the human relaxin receptor RXFP1. HEK293T-RXFP1 cAMP TR-FRET, 30 min; response scale: percent of porcine relaxin response, buffer zero. hit rate 0.3% among 370,000. Q9HBX9. AID 2676. Potency, µM (titrated, usually from 57.5 µM), inactives show at the highest dose activation, actives largely listed as activators; also: potency is read from the fitted curve at half-maximal effect; % is scaled to controls: 0 for no effect and ±100 for the full control effect; nearly all actives have a fitted effect of over 60% in size; many of its hits are not listed in these tables
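cAMP rise read by TR-FRET after 30 min, 37C compound exposure (up to 58 uM) in RXFP1-transfected HEK293 cells with Ro 20174 present. EC50 from Hill-equation fits, with 29 nM porcine relaxin as 100% and buffer as basal.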
LDHA inh – blocks human lactate dehydrogenase A; purified LDHA, NADH/diaphorase-resazurin fluorescence; hits give low values; AID 1347041; activity change, % (values are at about 110 or 230 µM); P00338; hit rate 0.15% among 480,000; in the data active = activity change below about -30%;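 also: plate controls were DMSO wells for no effect and wells without enzyme for full effect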
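Human LDH5 (2 nM) was incubated with 0.06 mM NADH and 0.2 mM pyruvate for 5 min at room temperature in Tris pH 7.4. Remaining NADH was coupled through diaphorase/resazurin, and resorufin fluorescence was read at 0 and 20 min.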
Vif-APOBEC3G blk – inhibitors of Vif-APOBEC3G interaction; HeLa A3G-eYFP + Vif (tagged APOBEC3G with the HIV-1 protein that degrades it), YFP fluorescence, overnight; Potency, µM (top dose mostly 46.1 µM), without a hit: at the highest dose activity, negative = active, actives largely listed as inhibitors; hit rate 0.076% among 410,000; AID 602310;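 also: potency is read from the fitted curve at half-maximal effect; % is scaled to controls: 0 for no effect and ±100 for the full control effect; nearly all actives have a fitted effect of over 60% in size; hits raise eYFP signal because A3G escapes Vif-driven loss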
Target sequence (Q9HC16 whole entry, looked up): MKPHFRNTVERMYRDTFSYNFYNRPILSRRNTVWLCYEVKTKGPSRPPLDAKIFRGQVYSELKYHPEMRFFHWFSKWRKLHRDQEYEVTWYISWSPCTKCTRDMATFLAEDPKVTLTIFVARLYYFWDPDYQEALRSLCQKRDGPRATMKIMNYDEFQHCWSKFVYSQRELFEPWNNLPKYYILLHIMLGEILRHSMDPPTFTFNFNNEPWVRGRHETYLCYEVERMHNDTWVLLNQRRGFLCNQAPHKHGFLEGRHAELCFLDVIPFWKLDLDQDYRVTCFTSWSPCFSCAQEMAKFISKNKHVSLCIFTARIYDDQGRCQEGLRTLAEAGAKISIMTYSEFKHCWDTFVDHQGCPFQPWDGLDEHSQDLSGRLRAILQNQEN
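Read-out is eYFP fluorescence (Ex 488/Em 500-530) from Vif-expressing HeLa A3G-eYFP cells; more signal means A3G escaped Vif-mediated degradation. Cells plated overnight, compound pinned in, incubated overnight at 37 deg C.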
GRP78 ERSR act – induces the endoplasmic reticulum stress response in human glioma cells. U87-MG GRP78 promoter luciferase reporter, 16 h. Potency, µM, for the others: at the highest dose activation, most hits filed as activators. hit rate 0.02% among 420,000. AID 602332; also: potency is read from the fitted curve at half-maximal effect; series mostly up to about 76 µM; % of control where 0% means no effect; nearly all actives have a fitted effect of over 35% in size
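Stably transfected U87-MG glioma cells carrying a GRP78-based luciferase sensor; 16 h compound incubation. Luminescence end-point read 10 min after Bright-Glo addition at room temperature.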
Vif-A3F inh – Vif-A3F binding inhibition; hit rate 0.2% among 390,000; Potency, µM (highest dose often 46.1 µM), for inactives: at the top dose activity, negative = active; HeLa A3F-eYFP + Vif (tagged APOBEC3F with the HIV-1 protein that degrades it), YFP fluorescence increase; AID 602313; also: potency is read from the fitted curve at half-maximal effect; % of control where 0% means no effect; nearly all actives have a fitted effect of over 65% in size
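HeLa cells stably expressing Vif plus C-terminally eYFP-tagged A3F were seeded, incubated overnight at 37 deg C, dosed with compound, incubated overnight again at 37 deg C. Yellow fluorescence (Ex 488/Em 500-530) reported blocked Vif-mediated A3F-eYFP degradation.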
* hit, by the source's call; · = not tested or not shown; & = joins results of further samples. Unless noted, calls follow the shape of the dose curve; as a rule, active = well fitted curve in the direction sought with a large enough effect; inconclusive = small, poorly fitted or top-dose-only effect, or another doubt; inactive = no such curve, though single readings can be large; an effect the other way counts as inactive or inconclusive.

[1] O=C(CN1CCN(Cc2ccccc2)CC1)NC(=O)NC1CCCCC1
[2] Cc1ccc(C(=O)CSc2nc3ccccc3c(=O)n2-c2ccccc2)s1
[3] CC(C)(C)c1ccc(C(=O)N/C(=C/c2cccs2)C(=O)NCc2ccco2)cc1
[4] c1ccc(-c2cc3ccccc3cn2)cc1
[5] Cc1ccc(Cn2nc(C)c(NC(=O)c3cc(-c4ccco4)on3)c2C)cc1
[6] CNC(=S)N/N=C/c1ccc(-c2ccc(Cl)c([N+](=O)[O-])c2)o1
[7] CCc1nc(SC)ncc1C(=O)N1CCN(c2cc(Cl)ccc2C)CC1
[8] CCOc1c(C)cc(-c2ncccc2O)cc1C

assay / entry	1	2	3	4	5	6	7	8
D2 PAM	13	-3	-8	·	-5	-1	-19	12&10
D1 ag	1	2	6	·	6	3	-1	1&3
D1 potentiator	1	-2	-7	·	-1	-6	-2	1&2
D1 antag	14	0	7	·	-26	-11	4	-1&-2
RXFP1 agonist	0.8%	15%	1.0%	·	-2.3%	-2.4%	-1.7%	2.4%&-1.6%
LDHA inh	-5	-3	-1	-1	-5	-7	-2	-3&3&9
Vif-APOBEC3G blk	0%	0%	0%	-6%	-18%	0%	1%	-3%&2%
GRP78 ERSR act	-5%	0%	-4%	5%	-1%	-3%	-4%	0%&8%
Vif-A3F inh	2%	-4%	-27%	-8%	1%	0%	-1%	-15%&-11%

[9] O=CNCCCc1nc2ccccc2n1Cc1cccc2ccccc12
[10] C=CCN(CC=C)S(=O)(=O)c1ccc(C(=O)Nc2nnc(CSC)o2)cc1
[11] CCOc1ccc(Cl)cc1S(=O)(=O)N1CCC(C(=O)NCC2CCCO2)CC1 (centres undefined)
[12] COc1cccc(-c2nnc(SCCC(=O)O)n2C)c1
[13] CSc1nc(-c2ccccc2)nc(N2CCN(C)CC2)c1C(C)=O
[14] CC(C)NC(=O)C1CCN(C(=O)C(C(=O)c2ccccc2)n2cc(Cl)ccc2=O)CC1 (centres undefined)
[15] CCOc1ccc(/C=N/NC(=O)C(OC)c2ccccc2)cc1 (centres undefined)
[16] CCOC(=O)CNC(=S)SC

assay / entry	9	10	11	12	13	14	15	16
D2 PAM	0	-2	·	-1	-19	-2	5	0
D1 ag	3	5	0	1	2	3	1	1
D1 potentiator	-1	-3	-7	-1	-4	-5	2	3
D1 antag	9	0	-11	4	9	0	3	5
RXFP1 agonist	-0.4%	-0.3%	3.9%	-0.1%	-0.5%	-0.7%	0.9%	0.5%
LDHA inh	-3	1	-3	-9	-10	-4	-6	-9
Vif-APOBEC3G blk	3%	-2%	4%	0%	-4%	0%	-7%	1%
GRP78 ERSR act	-3%	-5%	-2%	-3%	0%	-3%	-2%	-11%
Vif-A3F inh	-12%	-12%	12%	-4%	-7%	-17%	-2%	-16%

[17] CN(CC(=O)Nc1ccccc1C(F)(F)F)C(=O)CCc1nc2sc3c(c2c(=O)[nH]1)CCCC3
[18] CC1=CC(C)(C)N2C(=O)C3(N=C(N)NC(Nc4ccccc4)=N3)c3cc(C)cc1c32 (centres undefined)
[19] COCCN(C(=O)CNC(=O)c1ccco1)C(C(=O)NC1CCCC1)c1ccc(OC)cc1 (centres undefined)
[20] CCOc1ccc(NS(=O)(=O)c2ccc(C(=O)N(C)CC(=O)Nc3ccc(C)cc3)cc2)cc1
[21] Cc1ccc(C)c(OCCCN2CCNCC2)c1
[22] COc1ccc(-c2nnc(SCCC(=O)O)n2C)cc1OC
[23] Fc1ccccc1N1CCN(c2nnc(C(F)(F)F)c3nnn(Cc4ccccc4)c23)CC1
[24] Cc1ccc(S(=O)(=O)c2[nH]c(-c3ccccc3)nc2SCCC(=O)O)cc1

assay / entry	17	18	19	20	21	22	23	24
D2 PAM	-8	-6	-21	-6	·	9	6	5
D1 ag	0	2	2	6	5	2	1	2
D1 potentiator	-3	-3	-4	1	-10	7	1	0
D1 antag	0	-19	6	19	4	1	4	5
RXFP1 agonist	7.9%	0.2%	0.0%	0.4%	-1.1%	-1.2%	0.1%	2.0%
LDHA inh	-9	-1	-4	-1	-3	-8	-7	-2
Vif-APOBEC3G blk	-6%	-2%	-4%	-2%	1%	0%	4%	1%
GRP78 ERSR act	-4%	-9%	-6%	-3%	2%	-9%	-3%	-4%
Vif-A3F inh	-23%	-9%	2%	2%	0%	7%	-2%	1%

[25] Cc1ccc(C(=O)c2c[nH]cc2-c2ccccc2)cc1
[26] Cc1ccc(OCC(=O)Nc2ccc(-c3nnc(-c4ccco4)o3)cc2)cc1
[27] Cn1c(=O)n(C)c2cc(NC(=O)c3cc4ccccc4o3)ccc21
[28] Cc1cc(NC(=O)c2cc(-c3ccccn3)nc3ccc(Br)cc23)no1
[29] O=C(COC(=O)COc1ccc(Cl)cc1Cl)NC1CC1
[30] COc1cccc([C@H]2Nc3ccc(S(=O)(=O)Nc4cc(C)ccc4C)cc3[C@H]3C=CC[C@H]32)c1
[31] CCc1ccc(OCC(=O)NCc2nc(-c3cccc(C)c3)no2)c(Br)c1
[32] COc1ccccc1C(CNC(=O)c1ccc(NS(=O)(=O)c2ccc(F)c(C)c2)cc1)N1CCCC1 (centres undefined)

assay / entry	25	26	27	28	29	30	31	32
D2 PAM	8	12	1	-24	·	-4	-28	-3
D1 ag	5	2	2	1	·	2	38*	1
D1 potentiator	-8	-4	6	1	·	-2	-2	-7
D1 antag	-13	4	-22	1	·	-1	8	20
RXFP1 agonist	-2.5%	2.3%	0.5%	-2.4%	·	-0.1%	0.3%	2.1%
LDHA inh	-6	-6	-6	2	-6	2	-4	1
Vif-APOBEC3G blk	-6%	3%	-20%	-6%	-2%	1%	1%	0%
GRP78 ERSR act	0%	-1%	5%	-3%	-5%	-2%	-3%	-5%
Vif-A3F inh	·	-2%	-2%	-20%	-5%	1%	-13%	-23%

[33] Oc1ccccc1Nc1ncnc2c1oc1ccccc12
[34] COc1ccc(/C=N/NC(=O)c2cccc(NC(=O)c3ccccc3)c2)c(C(=O)O)c1OC
[35] NC(=O)CN1C(=O)C(O)(CC(=O)/C=C\C=C\c2ccccc2)c2ccccc21 (centres undefined)
[36] Cc1oc(-c2cccs2)nc1CN1CCN(CC(C)C)C(CCO)C1 (centres undefined)
[37] CCOC(=O)c1ccccc1NC(=O)CN1CCC(n2nnc3cc(C(F)(F)F)ccc32)CC1
[38] CC1CN(N=Cc2ccc([N+](=O)[O-])o2)C(=N)O1 (centres undefined)
[39] CC1CCCCC1NC(=O)c1c(O)nc2ccccn2c1=O (centres undefined)
[40] Cn1cnnc1SCC(=O)Nc1ccc2nc(SCc3ccccc3F)sc2c1

assay / entry	33	34	35	36	37	38	39	40
D2 PAM	19	-11	1	1	3	·	·	0
D1 ag	0	3	1	1	1	·	2	14
D1 potentiator	2	-9	3	2	4	·	7	-5
D1 antag	-2	4	-4	-9	0	·	4	6
RXFP1 agonist	0.5%	0.5%	-0.4%	1.2%	-0.3%	·	-0.5%	-0.6%
LDHA inh	-2	-8	1	-3	-14	12	8	4
Vif-APOBEC3G blk	-15%	1%	0%	0%	-4%	-25%	1%	0%
GRP78 ERSR act	-6%	-1%	1%	-1%	-2%	-3%	-2%	5%
Vif-A3F inh	1%	-3%	-2%	7%	-10%	-18%	-15%	0%

Single records (already shown). Values in the order: D2 PAM | D1 ag | D1 potentiator | D1 antag | RXFP1 agonist | LDHA inh | Vif-APOBEC3G blk | GRP78 ERSR act | Vif-A3F inh
COc1ccc(/C=N/NC(=O)c2cccc(NC(=O)c3ccccc3)c2)c(C(=O)O)c1OC is entered as -11 | 3 | -9 | 4 | 0.5% | -8 | 1% | -1% | -3%
CC1CCCCC1NC(=O)c1c(O)nc2ccccn2c1=O (centres undefined) is entered as · | 2 | 7 | 4 | -0.5% | 8 | 1% | -2% | -15%
NC(=O)CN1C(=O)C(O)(CC(=O)/C=C\C=C\c2ccccc2)c2ccccc21 (centres undefined) is entered as 1 | 1 | 3 | -4 | -0.4% | 1 | 0% | 1% | -2%
Oc1ccccc1Nc1ncnc2c1oc1ccccc12 is entered as 19 | 0 | 2 | -2 | 0.5% | -2 | -15% | -6% | 1%

More results follow:
[41] CCC(C)CN1CCC(CO)(Cc2ccccc2Cl)CC1 (centres undefined)
[42] CC(=O)N(CC#CCN(C(C)=O)c1ccccc1)c1ccccc1
[43] O=C(Nc1ccccc1)c1ccc(OC(=O)c2ccccc2)cc1
[44] CCC(=O)Nc1nnc(SCC(=O)NC2CCCC2)s1
[45] Cc1ccc(CNC(=O)CS(=O)(=O)c2ccccc2)cc1
[46] O=C(Cc1ccccc1)Nc1ccnn1C1CCN(Cc2nccs2)CC1
[47] Cc1c(C(=O)O)sc2nc(SCC(=O)Nc3ccc(S(=O)(=O)NC(C)(C)C)cc3)[nH]c(=O)c12
[48] Cc1cc(-c2ccc(C)c(S(=O)(=O)N3CCCC(C)C3)c2)on1 (centres undefined)

assay / entry	41	42	43	44	45	46	47	48
D2 PAM	-8	·	4	4	3	-11	14	-2
D1 ag	2	·	1	1	-1	-1	5	4
D1 potentiator	0	·	0	-3	-2	6	·	2
D1 antag	0	·	-4	2	6	8	-4	10
RXFP1 agonist	0.7%	·	1.6%	-1.3%	-2.5%	-2.5%	-2.4%	-0.2%
LDHA inh	-4	2	-3	-7	-16	-1	-14	6
Vif-APOBEC3G blk	-9%	-3%	-6%	4%	-1%	3%	0%	4%
GRP78 ERSR act	-1%	0%	-4%	-2%	2%	2%	-2%	0%
Vif-A3F inh	-6%	-10%	-4%	-9%	2%	4%	1%	-1%

[49] Cc1ccc(N2CC(C(=O)N3CCC4(CC3)CC(=O)c3ccccc3O4)CC2=O)cc1 (centres undefined)
[50] Cc1c(Cl)cccc1NC(=O)CCOc1ccccc1
[51] O=S1(=O)N=C(N2CCOCC2)c2ccccc21
[52] COc1ccc(C)c2sc(NNC(=O)COc3ccccc3)nc12

assay / entry	49	50	51	52
D2 PAM	3	15	12	6
D1 ag	9	-1	0	2
D1 potentiator	-16	3	-6	1
D1 antag	4	-20	11	8
RXFP1 agonist	2.2%	-1.1%	1.0%	12%
LDHA inh	-1	-11	-4&-3	·
Vif-APOBEC3G blk	3%	1%	1%	·
GRP78 ERSR act	0%	-1%	0%	·
Vif-A3F inh	6%	-12%	5%	·

Not all compounds are listed; rates above refer to the full screens.
